Assay outcomes (PubChem)
BLM helicase inh – Bloom syndrome helicase (human) inhibition; recombinant BLM DNA unwinding, fluorescence dequenching; Potency, µM (doses to about 56.1 µM), without a hit: at the highest dose activity change, negative = inhibition, most hits filed as inhibitors; actives 0.2% (n = 350,000); AID 2528;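 note: potency is the fitted concentration of half-maximal effect; plate controls were vehicle for no effect and no enzyme for full effect; nearly all actives have a fitted effect of over 35% in size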
Pol iota inh – DNA polymerase iota (human) inhibition; AID 588590; actives 1% (n = 390,000); Pol iota fluorescent replication assay, 10 min; Potency, µM (titrated, usually from 115 µM), without a hit: at the top dose activity, negative = inhibition, hits mostly inhibitors; Q9UNA4; note: potency is the fitted concentration of half-maximal effect
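Pol iota at 10 nM preincubated 15 min with compounds at room temperature; reaction started with fluorescent substrate, 50 nM final. Fluorescence read kinetically at 0 and 10 min; buffer-only wells as negative control.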
APEX1 inh – APE1 (human) endonuclease inhibition | actives 0.35% (n = 350,000) | recombinant APE1, TAMRA/BHQ-2 abasic DNA cleavage fluorescence | P27695 | Potency, µM (series often up to 65.8 µM), without a hit: top-dose activity change, negative = inhibition, most hits filed as inhibitors;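 note: potency is the fitted concentration of half-maximal effect; plate controls were vehicle for no effect and reference inhibitor for full effect; nearly all actives have a fitted effect of over 55% in size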
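Kinetic fluorescence read (525 ex/598 em nm, three reads 60 s apart) of AP-site incision; signal = third minus first read. Enzyme 0.75 nM, dual-labelled THF duplex 50 nM, compound preincubation 15 min RT.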
LDHA block – LDHA (human) enzyme inhibition; P00338; actives 0.15% (n = 480,000); AID 1347041; activity change, % (values are at about 110 or 230 µM); purified LDHA, NADH/diaphorase-resazurin fluorescence; active compounds read low; in the data active = activity change below about -30%; inconclusive = mostly about -25% to -30%;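 note: plate controls were DMSO wells for no effect and wells without enzyme for full effect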
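Human LDH5 (2 nM) was incubated with 0.06 mM NADH and 0.2 mM pyruvate for 5 min at room temperature in Tris pH 7.4. Remaining NADH was coupled through diaphorase/resazurin, and resorufin fluorescence was read at 0 and 20 min.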
Apoferritin bind – binds horse apoferritin like a general anesthetic; Potency, µM (titrated, usually from 77.5 µM), inactives show at the highest dose activity change, negative = displacement, actives largely listed as inhibitors; actives 0.074% (n = 350,000); P02791; apoferritin/1-aminoanthracene competitive binding, fluorescence; note: potency is the fitted concentration of half-maximal effect; % is set by controls: 0 for no effect and ±100 for the full control effect; nearly all actives have a fitted effect of over 20% in size
Target sequence (P02791 2-175 limits assumed): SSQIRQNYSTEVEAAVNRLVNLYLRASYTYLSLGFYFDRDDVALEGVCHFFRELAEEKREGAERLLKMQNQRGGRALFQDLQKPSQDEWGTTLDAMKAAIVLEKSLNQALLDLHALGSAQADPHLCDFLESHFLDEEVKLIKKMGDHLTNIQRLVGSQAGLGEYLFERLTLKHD
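Apoferritin-based anesthetic binding model; compound displacement of fluorescent 1-AMA measured as endpoint fluorescence after 10 minutes at room temperature, scaled to free-ligand and complex controls.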
Pol eta inh – DNA polymerase eta (human) inhibition; Q9Y253; recombinant Pol eta, fluorescent DNA replication assay; Potency, µM (series often up to 114 µM), for the others: top-dose activity change, negative = inhibition, actives largely listed as inhibitors; actives 1.2% (n = 390,000); AID 588591; note: potency is the fitted concentration of half-maximal effect; % is set by controls: 0 for no effect and ±100 for the full control effect
Target sequence (Q9Y253 whole entry, looked up): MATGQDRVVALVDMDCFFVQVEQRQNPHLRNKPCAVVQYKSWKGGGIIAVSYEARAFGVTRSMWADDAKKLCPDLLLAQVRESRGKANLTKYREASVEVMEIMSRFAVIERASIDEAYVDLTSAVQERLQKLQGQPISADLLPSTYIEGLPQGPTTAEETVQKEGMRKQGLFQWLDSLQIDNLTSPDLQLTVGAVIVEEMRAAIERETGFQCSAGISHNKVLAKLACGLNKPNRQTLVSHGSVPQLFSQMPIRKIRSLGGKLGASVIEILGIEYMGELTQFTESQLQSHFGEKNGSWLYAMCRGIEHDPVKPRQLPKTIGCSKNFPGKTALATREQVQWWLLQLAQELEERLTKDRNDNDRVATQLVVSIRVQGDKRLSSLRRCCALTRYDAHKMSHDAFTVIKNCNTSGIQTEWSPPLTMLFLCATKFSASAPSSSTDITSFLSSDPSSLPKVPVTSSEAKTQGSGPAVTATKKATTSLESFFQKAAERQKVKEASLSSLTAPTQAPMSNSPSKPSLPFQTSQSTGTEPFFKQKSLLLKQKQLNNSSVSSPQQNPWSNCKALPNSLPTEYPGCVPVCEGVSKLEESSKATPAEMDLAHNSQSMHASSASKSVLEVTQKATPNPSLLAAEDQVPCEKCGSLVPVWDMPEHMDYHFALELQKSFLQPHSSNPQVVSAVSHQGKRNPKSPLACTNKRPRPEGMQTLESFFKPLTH
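Pol eta (10 nM) was preincubated with compounds for 15 min at room temperature, after which fluorescent replication substrate (50 nM final) was added to start the reaction. Fluorescence was read kinetically at 0 and 10 min.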
POLB inh – DNA polymerase beta (human) inhibition | actives 1.3% (n = 340,000) | Potency, µM (highest dose often 114 µM), for the others: top-dose activity change, negative = inhibition, usual class: inhibitors | Pol beta primer extension/strand displacement, fluorescence kinetic | P06746; note: potency is the fitted concentration of half-maximal effect; % is set by controls: 0 for no effect and ±100 for the full control effect
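10 nM enzyme + cpd, 15 min RT; start with substrate 50 nM final; read 0 min and after 10 min RT. Corrected, normalized data; 4-parameter Hill curve fit.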
GRP78 ERSR act – ER stress response induction in glioma | U87-MG GRP78 promoter luciferase reporter, 16 h | Potency, µM, without a hit: at the highest dose activation, actives largely listed as activators | actives 0.02% (n = 420,000) | AID 602332; note: potency is the fitted concentration of half-maximal effect; series mostly up to about 76 µM; % of control where 0% means no effect; nearly all actives have a fitted effect of over 35% in size
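Stably transfected U87-MG glioma cells carrying a GRP78-based luciferase sensor; 16 h compound incubation. Luminescence end-point read 10 min after Bright-Glo addition at room temperature.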
POLK inh – inhibitors of human DNA polymerase kappa; Q9UBT6; purified Pol kappa, fluorescent DNA synthesis assay, 10 min; Potency, µM (top dose mostly 107 µM), for inactives: at the highest dose activity, negative = inhibition, most hits filed as inhibitors; actives 0.53% (n = 400,000); note: potency is the fitted concentration of half-maximal effect; % is set by controls: 0 for no effect and ±100 for the full control effect
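Here, compound and 10 nM enzyme are combined for 15 min at room temperature; adding 50 nM substrate (final) starts DNA synthesis, tracked by fluorescence at 0 and 10 min against buffer-only wells.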
* marks the source's active call; other numbers are inactive results; ? = inconclusive; / = no result given; & = joins results of further samples; [ ] = dose if it differs, or a comment. Unless noted, calls come from the whole dose curve; as a rule, active = well fitted curve in the direction sought with a large enough effect; inconclusive = small, poorly fitted or top-dose-only effect, or another doubt; inactive = no such curve, though single readings can be large; an effect the other way counts as inactive or inconclusive. These rows are one share of the data (hit frequency here may not be typical).

A first look (two entries):
SMILES	BLM helicase inh	Pol iota inh	APEX1 inh	LDHA block	Apoferritin bind	Pol eta inh	POLB inh	GRP78 ERSR act	POLK inh
CCOc1ccccc1NC(=O)C(=O)c1cc(C)n(-c2ccc(F)cc2)c1C	-5%	-11%	/	-3	1%	0%	-16%	-2%	0%
CCN(Cc1ccccc1)C(=O)c1sc2nc3n(c(=O)c2c1C)CCCC3	-10%	33%[activator]	/	-14	58%[activator]	-15%	?	-1%	-18%

The whole of this part, repeating the preview:
SMILES	BLM helicase inh	Pol iota inh	APEX1 inh	LDHA block	Apoferritin bind	Pol eta inh	POLB inh	GRP78 ERSR act	POLK inh
CCOc1ccccc1NC(=O)C(=O)c1cc(C)n(-c2ccc(F)cc2)c1C	-5%	-11%	/	-3	1%	0%	-16%	-2%	0%
CCN(Cc1ccccc1)C(=O)c1sc2nc3n(c(=O)c2c1C)CCCC3	-10%	33%[activator]	/	-14	58%[activator]	-15%	?	-1%	-18%
CC(C)NC(=O)COc1cccc2ccccc12	-7%	132%[activator]	4%	-5	-10%	-17%	0%	-5%	-4%
CCN(CC)C(=O)C12CC3CC(CC(Cl)(C3)C1)C2	1%	-2%	6%	-4	?	-9%	19%	-7%	-6%
Cn1c(CCNC(=O)c2cccs2)n[nH]c1=S	2%	17%	13%	0	-10%	-1%	-2%	-2%	-2%
CCn1c(CNC(=O)C2CCCCC2)cc2ccccc21	-1%	32%[activator]	9%	-4	29%	-21%	12%	-4%	-4%
CCOC(=O)n1c(=O)oc2cc(S(=O)(=O)N3CCOCC3)ccc21	-4%	26%	4%	-10	-8%	-1%	-15%	0%	1%
O=C1CC2(CCOCC2)Oc2ccc3ccccc3c21	/	54%[activator]	/	-1	/	-17%	/	-1%	5%
N/C(=N\OC(=O)Oc1ccccc1)c1ccc(Br)cc1	-2%	-8%	-4%	-2	-16%	-11%	1%	2%	-16%
COCCNC(=O)c1cc2c(s1)-c1ccc(Cl)cc1SC2	-5%	20%	12%	-7	75%[activator]	-1%	-19%	?	-4%
CCOc1cc(C(=O)Oc2cc(C)[nH]c(=O)c2[N+](=O)[O-])cc(OCC)c1OCC	1%	23%	69%[activator]	3	-6%	-17%	30%	-3%	4%
CC(CNC(=O)c1cccs1)c1ccc([N+](=O)[O-])cc1 (configuration not stated)	-3%	1%	-1%	-9	-16%	2%	-2%	-5%	-15%
Cc1cccc(-n2c(N)cc(=O)nc2SCC(=O)Nc2nnc(CC(C)C)s2)c1	-1%	/	7%	/	-12%	/	-17%	/	/
CCOc1ccc(CN(C)Cc2cc(=O)oc3c(C)c(C)ccc23)cc1OC	/	18%	/	0	/	-29%	/	-6%	-3%
CC1(C)C(=O)C=C[C@@]2(C)C1C=C[C@@]1(C)C2CC[C@@]2(C)C(c3ccoc3)OC(=O)C3OC312 (some centres not stated)	-9%	/	-4%	/	?	/	/	-13%	-6%[60.1 µM]

Nine structures already listed, arranged by number of heavy atoms, largest number first.
SMILES	BLM helicase inh	Pol iota inh	APEX1 inh	LDHA block	Apoferritin bind	Pol eta inh	POLB inh	GRP78 ERSR act	POLK inh
CC1(C)C(=O)C=C[C@@]2(C)C1C=C[C@@]1(C)C2CC[C@@]2(C)C(c3ccoc3)OC(=O)C3OC312 (some centres not stated)	-9%	/	-4%	/	?	/	/	-13%	-6%[60.1 µM]
CCOc1cc(C(=O)Oc2cc(C)[nH]c(=O)c2[N+](=O)[O-])cc(OCC)c1OCC	1%	23%	69%[activator]	3	-6%	-17%	30%	-3%	4%
CCOc1ccccc1NC(=O)C(=O)c1cc(C)n(-c2ccc(F)cc2)c1C	-5%	-11%	/	-3	1%	0%	-16%	-2%	0%
CCN(Cc1ccccc1)C(=O)c1sc2nc3n(c(=O)c2c1C)CCCC3	-10%	33%[activator]	/	-14	58%[activator]	-15%	?	-1%	-18%
CCOC(=O)n1c(=O)oc2cc(S(=O)(=O)N3CCOCC3)ccc21	-4%	26%	4%	-10	-8%	-1%	-15%	0%	1%
CCn1c(CNC(=O)C2CCCCC2)cc2ccccc21	-1%	32%[activator]	9%	-4	29%	-21%	12%	-4%	-4%
N/C(=N\OC(=O)Oc1ccccc1)c1ccc(Br)cc1	-2%	-8%	-4%	-2	-16%	-11%	1%	2%	-16%
CC(C)NC(=O)COc1cccc2ccccc12	-7%	132%[activator]	4%	-5	-10%	-17%	0%	-5%	-4%
Cn1c(CCNC(=O)c2cccs2)n[nH]c1=S	2%	17%	13%	0	-10%	-1%	-2%	-2%	-2%

Continued.
SMILES	BLM helicase inh	Pol iota inh	APEX1 inh	LDHA block	Apoferritin bind	Pol eta inh	POLB inh	GRP78 ERSR act	POLK inh
CCOC(=O)C(Cc1ccccc1)NC(=O)CCc1c(C)nc2c(c(C)nn2-c2ccc(C)c(C)c2)c1C (configuration not stated)	0%	9%	/	2	-6%	-9%	6%	1%	-2%
Cc1cc(C)nc(N/N=C/c2ccccc2OCC(=O)O)n1	-1%	10%	-12%	-8	-7%	28µM*	-7%	-6%	-10%
COc1ccc(N=Cc2c(O)n(-c3ccc(OC)cc3)c(=O)c3ccccc23)cc1	-17%	-16%	4%	-3	1%	13%	0%	-2%	-17%
O=C(N/N=C/c1ccc([N+](=O)[O-])cc1)c1c[nH]c2ccccc12	2%	-26%	?	-9	-11%	-13%	?	-4%	-12%
Cc1cc(C)n2nc(C(=O)N3CCCC(N4CCN(c5ccccc5C)CC4)C3)cc2n1 (configuration not stated)	0%	24%	13%	4	-20%	-17%	-7%	-2%	-7%
CCNS(=O)(=O)c1ccc(CCC(=O)Nc2ccccc2)cc1	-2%	22%	7%	-3	-1%	-11%	22%	-4%	-6%
Cc1nc(SCC(=O)NC2CCCCC2C)nc(C)c1C (configuration not stated)	/	1%	-1%	-4	/	-17%	/	-5%	6%
O=C(O)Cn1c(=O)c2c3c(sc2n(Cc2ccc(F)cc2)c1=O)CCCC3	-3%	138%[activator]	40%	-7	-3%	-22%	-1%	-2%	-3%
O=C1C2C(C(=O)N1c1ccc3c(c1)OCO3)C1C=CC2C12CC2 (configuration not stated)	-8%	25%	?	1	-16%	-1%	0%	-1%	-10%
CCOC(=O)N1CCC(N2CCCC(C(=O)c3cccc(OC(C)C)c3)C2)CC1 (configuration not stated)	1%	20%	3%	-4	-10%	-3%	0%	-4%	-16%
CC(CC(=O)Nc1ccc(Br)cc1F)S(=O)(=O)c1ccc2c(c1)NC(=O)CO2 (configuration not stated)	-2%&0%	21%&12%	-12%	-5&-11	-14%&-14%	?	13%&19%	-4%&5%	-10%&-1%
Cc1cccc2c(C(=O)O)cc(-c3cccnc3)nc12	-3%	49%[activator]	-5%	-18&1&-6	6%	-18%	48%	-4%	4%
CNc1nc(N)c([N+](=O)[O-])c(N2CCCCCC2)n1	-4%	16%	31%	-4	-22%	0%	-8%	-1%	-12%
CN(Cc1ccccc1)S(=O)(=O)c1ccc(Cl)c(C(=O)N2CCC(C(N)=O)CC2)c1	/	22%	8%	-5	/	-6%	/	-3%	-14%
CC(C)CCNS(=O)(=O)c1cc2c3c(c1)CCN3C(=O)CC2	0%	8%	-12%	-8	-6%	-12%	16%	-3%	0%
CS(=O)(=O)N(CC(=O)N1CCc2ccccc2C1)c1ccc2c(c1)OCO2	-4%	-8%	8%	10	-11%	-12%	7%	-4%	-17%
CC1=NN(C(=O)COc2ccccc2C)C(O)(c2ccc(Cl)cc2)C1 (configuration not stated)	-1%	10%	6%	2	-4%	-17%	30%	-1%	-14%
CN(C)S(=O)(=O)c1cccc(-c2cn3cccnc3n2)c1	-5%	81%[activator]	14%	-2	12%	-3%	7%	-1%	-3%
O=C(CNC(=O)c1cccnc1)N/N=C/c1cc(Br)c(O)c(Br)c1	-1%	21%	29%	1	-15%	-2%	1%	-1%	4%
O=C(CN1CCCC1c1cccs1)N1CCN(S(=O)(=O)c2ccccc2)CC1 (configuration not stated)	/	13%	-6%	-4	/	-2%	/	-4%	-15%
Oc1ccc(/C=N/Nc2ccc3ccccc3c2)c(O)c1	0%	35%[activator]	-10%	10	-14%	-5%	-1%	12%	-3%
O=C(Nc1ccc(NC(=O)c2ccccc2Br)cc1)c1ccccc1	4%	14%	-6%	-8	3%	-9%	3%	2%	-7%
CCc1ccc(CN(C)C(=O)c2cc(COc3cccc4cnccc34)on2)cc1	-14%	27%	-20%	-3	-11%	-15%	29%	-1%	-27%
Cc1oc(-c2ccc(-c3ccccc3)cc2)nc1CN(CCO)C(C)C	-7%	22%	0%	-1	-14%	-10%	5%	-7%	-3%
CC(=O)Nc1nc(-c2ccc(Br)s2)cs1	1%	1%	2%	-4	-7%	0%	?	3%	-3%
O=C(NC1CCCN(CCc2ccccc2)C1)C1CCCC1 (configuration not stated)	0%	12%	-19%	-10	-6%	-4%	0%	1%	2%
COc1ccc(OC)c(/C=C2\SC(=S)N(NS(=O)(=O)c3ccc(C)cc3)C2=O)c1	-7%	37%[activator]	16%	-4	4%	79µM*	?	-2%	-27%
CCOc1ccc2c(c1)sc(=NC(=O)C1CC1)n2C	3%	13%	-6%	0	-6%	13%	35%[activator]	6%	-6%
CCCS(=O)(=O)N1CCC(C(=O)NCCN(C)Cc2ccccc2)CC1	1%	10%	0%	-9	-6%	-12%	12%	-3%	-21%
CC1=C(c2ccc(C)c(C)c2)S(=O)(=O)N=C1N1CCC(C(=O)Nc2cccc(F)c2)CC1	-10%	?	/	-9	-15%	/	20µM*	/	-15%
CCOC(=O)N1CCC(NC(=O)C2CCCN(C(=O)N3CCOc4ccccc43)C2)CC1 (configuration not stated)	1%	16%	-2%	-5	4%	-7%	3%	2%	-20%
CSc1ccccc1NC(=O)CN(C)C(=O)CNc1ccc(C(F)(F)F)cc1[N+](=O)[O-]	/	1%	12%	-12	/	-4%	/	-1%	-5%
